ROMK mod: ROMK potassium channel modulators, primary screen, cell-based, thallium flux, MLSMR library. AID 1918, 2009. actives 2% (n = 130,000). B-score at 10 µM. Tet-inducible ROMK, thallium flux fluorescence; actives lie on both sides;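 active = signal ratio slope over the read window, or its plate-corrected B-score, at least 3 SD from the plate mean, either direction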;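 note: B-score of the F/F0 ratio slope over 7 to 12 s after thallium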
Target sequence (P48048 whole entry, looked up): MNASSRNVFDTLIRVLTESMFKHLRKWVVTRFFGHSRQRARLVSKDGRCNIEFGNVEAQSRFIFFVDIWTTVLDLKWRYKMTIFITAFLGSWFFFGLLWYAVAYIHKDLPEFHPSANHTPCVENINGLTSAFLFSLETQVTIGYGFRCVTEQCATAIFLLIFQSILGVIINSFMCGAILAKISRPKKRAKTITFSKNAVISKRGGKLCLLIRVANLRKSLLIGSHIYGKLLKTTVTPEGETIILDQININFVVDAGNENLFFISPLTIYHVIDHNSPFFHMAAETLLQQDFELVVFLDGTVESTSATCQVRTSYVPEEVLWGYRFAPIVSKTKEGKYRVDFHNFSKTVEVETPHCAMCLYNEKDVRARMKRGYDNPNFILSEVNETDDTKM
S1P3 antag: S1P3 receptor antagonists, primary screen, cell-based | Sphingosine 1-phosphate receptor 3 (Homo sapiens), Q99500 | CHO S1P3 NFAT-BLA reporter, FRET fluorescence, antagonist mode | inhibition, % at 4.98 µM | actives 0.27% (n = 170,000) | AID 485, 2006;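 active = inhibition above the plate cutoff, the mean inhibition of test wells on that plate plus 3 SD, cut at about 28% in these data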;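 note: cells challenged with S1P at its EC80 of 0.8 µM; blue over green emission ratio from cleaved BLA substrate after 4 h stimulation; 0% = S1P-stimulated wells and 100% = unstimulated DMSO-only wells; some compounds past the cut are filed as inactive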
Target sequence (Q99500 whole entry, looked up): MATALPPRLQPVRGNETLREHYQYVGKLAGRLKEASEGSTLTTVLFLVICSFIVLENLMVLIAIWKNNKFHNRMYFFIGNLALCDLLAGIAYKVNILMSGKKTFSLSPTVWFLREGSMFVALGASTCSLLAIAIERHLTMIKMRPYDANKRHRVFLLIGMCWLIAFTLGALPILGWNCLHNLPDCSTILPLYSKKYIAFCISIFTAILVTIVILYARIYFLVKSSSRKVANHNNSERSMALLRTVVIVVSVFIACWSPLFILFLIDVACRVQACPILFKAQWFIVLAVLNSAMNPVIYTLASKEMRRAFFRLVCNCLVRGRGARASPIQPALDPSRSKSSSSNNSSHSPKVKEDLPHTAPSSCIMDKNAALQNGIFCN
An asterisk follows results filed as active. Not all compounds are listed; count on the stated rates, not on these rows.

smiles | S1P3 antag | ROMK mod
CC1=NN2C(=N)/C(=C\c3cc(C)n(-c4cccc(C)c4)c3C)C(=O)N=C2S1 | -1.9 | 1.32
COc1ccc(C(=O)N/N=C(\C)CC(=O)Nc2cccc(C(F)(F)F)c2)cc1 | 7.2 | -1.33
O=C(CSCC(=O)N1CCOCC1)Nc1nc(-c2ccccc2)cs1 | 6.0 | -0.701
COc1ccc(/C(=N/OC(C)=O)c2nccc3cc(OC)c(OC)cc23)cc1OC | -19.0 | -0.183
COc1c(Cl)cccc1-c1cn2ccccc2n1 | 2.8 | -0.322
Cc1nn(-c2ccc(Cl)cc2)c(=O)c2c(C)noc12 | 7.0 | -0.357
CC1CCCC(NC(=O)c2ccc3c(SCC(=O)O)c4c(nc3c2)CCC4)C1C (configuration not stated) | -10.8 | -0.00691
COc1cc(NCc2ccccc2O)c2ncccc2c1 | -3.2 | -1.51
Cc1ccc(N2CCN(C(=S)c3ccc(-c4ccccc4[N+](=O)[O-])o3)CC2)cc1 | -0.6 | -1.06
Cc1ccc(-c2nc3[nH]c(=O)cc(NC(=O)c4cccs4)n3n2)cc1 | -9.2 | 1.42
CN(C1CCCCC1)S(=O)(=O)c1ccc2[nH]c(=O)oc2c1 | -8.2 | -0.146
Clc1cc2nc[nH]c2cc1Cl | 3.3 | 0.435
Cc1ccc(CN2CCN(/N=C/c3ccccc3)CC2)cc1 | 11.2 | -0.334
NCCCCCC(=O)N/N=C/c1ccc2nccnc2c1 | 4.9 | -0.439
NC(=O)N/N=C\c1cccs1 | 0.2 | 0.0225
O=C(Nc1cscc1S(=O)(=O)c1ccc(Cl)cc1)c1ccccc1Cl | -12.6 | 0.344
CN(Cc1ccccc1)C(=O)COc1ccc(Br)cc1Cl | -3.0 | -0.375
O=S(=O)(Cc1ccccc1)Nc1ccc(S(=O)(=O)N2CCCC2)cc1 | 8.3 | -0.949
Cc1cc(NC(=O)C(=O)NCc2cccc(Cl)c2)no1 | -3.2 | 0.0514
COc1ccccc1N1CC(C)(C)C(=O)N(C(=O)c2ccc(Cl)cc2)C1=S | 0.5 | 0.264

Two entries from above, with each value named:
NCCCCCC(=O)N/N=C/c1ccc2nccnc2c1
  S1P3 antag: 4.9
  ROMK mod: -0.439

Cc1ccc(-c2nc3[nH]c(=O)cc(NC(=O)c4cccs4)n3n2)cc1
  S1P3 antag: -9.2
  ROMK mod: 1.42

Further structures
smiles | S1P3 antag | ROMK mod
CCOC(=O)c1ccc(NC(=S)NNC(C)(C)C)cc1 | 3.3 | -0.835
COc1ccc(NC(=O)CN2C(=O)/C(=C3\SC(=S)N(C4CCS(=O)(=O)C4)C3=O)c3ccccc32)cc1 (configuration not stated) | -1.2 | 0.45
Cc1cccc2cc3cccc(C)c3nc12 | -12.0 | 0.236
Cc1cc(O)c(-c2cc(C(=O)NCCc3ccc(S(N)(=O)=O)cc3)[nH]n2)cc1C | -5.6 | -0.151
CCOc1cc(/C=C2\NC(=O)NC2=O)cc([N+](=O)[O-])c1O | 8.8 | 2.33
Cc1cccn2c(=O)c3cc(C(=O)NC4CCCCC4)c(=N)n(CCN4CCOCC4)c3nc12 | -7.0 | 0.158
CCc1nc(NCCO)c(C#N)c2c1CCCC2 | 1.4 | -0.157
O=C(Nc1cccc(C(F)(F)F)c1)Oc1ccccc1N1CCOCC1 | -20.8 | -1.84
Cc1[nH]nc2c1C(c1c[nH]c3ccccc13)C(C#N)=C(N)O2 (configuration not stated) | 2.2 | 0.0779
O=S(=O)(NCCNc1nccc(C(F)(F)F)n1)c1ccccc1 | 17.3 | 1.68
O=C(N/N=C/c1ccccn1)c1ccc2nc[nH]c2c1 | -15.8 | 0.0428
Cc1c(S(=O)(=O)NCCc2ccccc2)c(=O)n(C)c(=O)n1C | 0.3 | -0.418
O=C(O)CCn1c(O)c(C=C2N=c3ccccc3=N2)sc1=S | -9.5 | 0.349
N=c1c2c3c(sc2ncn1Nc1ccccc1)CCC3 | 9.5 | -0.146
Cc1ccc(S(=O)(=O)N2CCN(CC(=O)N/N=C/c3ccccc3OCC(=O)O)CC2)cc1 | -7.6 | -0.387
Cc1ccc(CNC(=S)N(C)C)cc1 | 3.4 | 0.183
CN(C(=O)Nc1ccc(C(C)(C)C)cc1)C1CCCCC1 | -11.9 | 1.09
C=CCNC(=O)NC(=O)c1csc([N+](=O)[O-])c1 | -19.3 | 1.34
O=C(OCc1nc2ccccc2[n+]([O-])c1C(=O)c1ccccc1)c1cccnc1 | 0.8 | 0.0732
C=CCNC(=S)NNC(=O)c1cccnc1 | 5.0 | 0.775
Cc1cccc(-c2n[nH]c(=S)n2/N=C/c2ccco2)c1 | 3.7 | -0.217
CCC(C)(C)NC(=O)C(c1ccc(O)cc1)N(C(=O)Cn1nnc2ccccc21)c1ccc(NC(C)=O)cc1 (configuration not stated) | 10.3 | 0.785
COC(=O)C1C(O)=C(C=Nc2cccc3ccccc23)C(=O)CC1(C)C (configuration not stated) | -1.4 | -2.12
CC(C)(C)C(=O)Nc1ccc(-c2cc3cc(Cl)ccc3o2)cc1 | 6.9 | 2.15
O=C(NCc1cccc(Cl)c1)NC(=O)c1csc([N+](=O)[O-])c1 | 12.6 | -0.0721
COc1ccc(-n2c(=S)[nH]c(=O)c3cccnc32)cc1 | -13.1 | -0.0528
CCOc1ccc(/C=N/NC(=O)c2nnn(-c3nonc3N)c2COc2ccc(F)cc2)cc1 | 5.0 | -0.741
S=c1[nH]nc(-c2ccncc2)n1/N=C/C=C/c1ccccc1 | 0.8 | -0.167
NC(=S)N/N=C/c1cn(-c2ccccc2)nc1-c1cccnc1 | 7.3 | -0.00436
CCNc1cc(Nc2c(C)n(C)n(-c3ccccc3)c2=O)c([N+](=O)[O-])c2nonc12 | 4.2 | -1.03
CC1CCN(CCC(=O)Nc2nccs2)CC1 | -2.5 | -0.0899
O=C1CCCN2N=C(SCC(=O)N3CCCCC3)SC2=N1 | 6.8 | 0.0448
COc1ccc(S(=O)(=O)N2CCOC2CNC(=O)C(=O)NCc2ccco2)cc1C (configuration not stated) | -0.2 | -1.05
COc1ccc(C(C2C(=O)CC(C)(C)CC2=O)C2C(=O)CC(C)(C)CC2=O)cc1 | 7.2 | -0.0176
Cc1cc(C(=O)NNS(=O)(=O)c2ccc(C(C)(C)C)cc2)nn1C(C)(C)C | 2.9 | -0.657
Cc1nccn1CC(=O)N/N=C/c1cc(Br)cs1 | -3.2 | -1.44
Cc1nn(Cc2nnc(SCC(=O)Nc3cccc(C(F)(F)F)c3)n2C)c(C)c1[N+](=O)[O-] | -6.4 | 0.239
Cc1c(/C=N/O)sc2ccccc12 | -1.2 | -1.29
Nc1cc(-c2ccccc2)n2c(n1)nc1ccccc12 | -4.3 | -0.00523
CCOC(=O)N1CCN(c2nc3ccc(C(=O)c4ccccc4)cc3n3cnnc23)CC1 | 1.6 | 0.0567
C/C(=N\NC(=O)CCC(=O)O)c1c(-c2ccccc2)c2cc(Br)ccc2[nH]c1=O | 8.9 | 0.872
O=C(OCc1cc2ccccc2[nH]c1=O)c1cccc([N+](=O)[O-])c1 | 7.3 | -0.0533
Cc1cc(N2CCN(C)CC2)nc(-c2ccccc2O)n1 | -0.5 | -0.749
CCn1c(SCC#N)nc2ccccc2c1=O | -3.0 | 0.312
O=C(/C=C/c1ccc2c(c1)OCO2)NCc1ccncc1 | -4.6 | 0.101
CC(=O)c1ccccc1OC(=O)c1c(F)cccc1F | -5.4 | -1.19
O=S(=O)(NCc1c(Cl)cccc1Oc1ccccc1)c1ccccc1 | 23.9 | 0.026
Nc1nnn(CC(=O)N/N=C/c2ccccc2Cl)n1 | 0.3 | 0.29
COc1cc([N+](=O)[O-])cc(/C=N/NC(=O)Cn2nc(C)cc2C)c1O | 5.6 | -0.178
COC(=O)CCN(C(=O)c1ccc(Cl)c([N+](=O)[O-])c1)c1ccccn1 | -11.4 | -0.271
O=[N+]([O-])c1ccc(-c2cn3nc(-c4ccccc4)c(-c4ccccc4)nc3n2)cc1 | 6.8 | -1.86
CCNC(=O)C1Cc2ccccc2CN1S(=O)(=O)c1ccc(F)cc1 (configuration not stated) | -17.4 | 1.03
Cc1ccc(Cn2c(SCC(=O)N/N=C/c3ccccc3OCC(=O)O)nc3ccccc32)cc1 | 0.5 | -0.774
COCCN(CC(=O)Oc1ccccc1P(=O)(OC)OC)Cc1ccccc1 | 13.5 | 0.77
O=C(CCn1cccc(C(F)(F)F)c1=O)Nc1cccc(C(F)(F)F)c1 | -10.6 | 0.0161
CCOC(=O)C1C(=O)CC(C)(O)C(C(=O)OCC)C1c1ccc([N+](=O)[O-])cc1 (configuration not stated) | 8.7 | 0.815
N#CC(C(N)=O)=C1CCCCC1 | 13.8 | 1.08
c1coc(C2OCC3(CO2)COC(c2ccco2)OC3)c1 (configuration not stated) | -10.5 | 0.682
NNC(=O)c1oc2nc(-c3ccco3)cc(-c3ccco3)c2c1N | 19.2 | 0.69
CCCN(CCC)C(=S)NC1CC2C=CC1C2 (configuration not stated) | 19.1 | -0.21

(continued)
smiles | S1P3 antag | ROMK mod
COc1cc(/C=N/NC(=O)c2ccc3nc[nH]c3c2)ccc1O | -6.3 | 0.589
Nc1nc(C(F)(F)F)cc(=O)[nH]1 | 2.5 | 0.274
CCOC(=O)N1CCC(NC(=O)c2ccccc2C(=O)O)CC1 | -2.4 | -0.446
Cc1cc(/C=C2\C(=N)N3N=C(C(C)C)SC3=NC2=O)c(C)n1Cc1ccccc1 | -9.2 | -1.56
CCOC(=O)c1cn2nc(Oc3ccc(OC)cc3)ccc2n1 | -4.8 | 0.968
CC(=O)Nc1ccc(-c2csc(Nc3ccccn3)n2)cc1 | 0.0 | -1.22
COc1ccc(NS(=O)(=O)c2ccc3c(c2)CCO3)cc1 | 0.9 | -0.463
C[C@H](N)c1nnc(SCC(N)=O)o1 | 5.8 | -0.708
Cc1ccc(OCC(=O)N2N=C(c3ccncc3)CC2(O)C(F)(F)F)cc1C (configuration not stated) | 5.5 | 1.26
CN(C)CCNc1ncnc2c1sc1nc(N3CCCC3)c3c(c12)CC(C)(C)OC3 | 2.6 | -0.0869
COc1ccc(OCC(=O)C2CC2)c(C#N)c1 | 5.5 | -0.757
N/C(=N\OC(=O)Nc1ccccc1)c1ccno1 | 11.5 | 0.137
CC1(/[N+]([O-])=C/c2cccc(Cl)c2)CCCCC1=O (configuration not stated) | -3.9 | 0.922
CC(=C\C(=O)O)/C(=C\c1cccc2ccccc12)C(=O)O | 5.8 | -0.0415
CC1(C)Cc2c(sc3nc(C4CC4)n(N)c(=O)c23)CO1 | -1.1 | -0.0888
CCn1c(=O)c([N+](=O)[O-])c(NC2CCS(=O)(=O)C2)c2ccccc21 (configuration not stated) | 1.2 | 0.0262
O=c1cc(-c2ccccc2)nc(/C=C/c2ccccc2)[nH]1 | -4.0 | -0.107
O=C(/C=C/Nc1ccc(S(=O)(=O)Nc2cnc3ccccc3n2)cc1)c1ccccc1 | -3.1 | 0.367
Cc1ccccc1C(=O)Nc1nc2c(C)csc2c(=O)s1 | -3.9 | 0.357
O=C(O)COc1ccc2c(c1)O/C(=C\c1cccs1)C2=O | -2.9 | 0.906
CC(NCCC1(C(C)C)CCOC(C)(C)C1)c1cccs1 (configuration not stated) | -7.6 | -0.854
CCS(=O)(=O)c1ccc(O)c(NC(=O)Nc2cccc3ccccc23)c1 | -26.0 | -1.21
C=CCn1c(SC)nnc1-c1ccc2ncccc2c1 | 6.5 | 0.0429
O=C(O)CCCN1C(=O)/C(=C/c2ccncc2)SC1=S | -9.0 | -2.08
C=CCN1C=CC(=CC=C(C#N)C#N)C=C1 | 0.1 | -7.46*
Cc1ccc2cc(/C=C/C(=O)c3ccco3)c(Cl)nc2c1 | 1.0 | -0.506
O=C1[C@@H]2C(c3cccnc3)=NO[C@@H]2C(=O)N1c1ccc(Cl)cc1Cl | -21.0 | 0.0407
NS(=O)(=O)c1ccc(NC(=O)Nc2ccc(S(N)(=O)=O)cc2)cc1 | -3.0 | -0.848
O=C(CSc1ccccc1)NC1=NCCS1 | -1.1 | 1.95
O=C(Nc1cccc2ccccc12)N1N=CCC1c1ccccc1 (configuration not stated) | -6.1 | -1.1
CCc1nnc(N2C(=O)c3ccccc3C2(O)c2ccccc2)s1 (configuration not stated) | 0.0 | -0.0191
COc1ccc2cc3c(N)nn(C(=O)Cc4c[nH]c5ccccc45)c3nc2c1 | 22.5 | -0.228
CC12CCC(C(=O)N(CC(O)CN3CCN(Cc4ccccc4)CC3)C1=O)C2(C)C (configuration not stated) | 0.7 | -0.0428
O=C(Nc1ccc2c(c1)OCCO2)c1ccoc1 | 9.4 | 0.551
COc1ccc(/C(C)=N/NC(=O)C(NC(=O)c2ccccc2)c2n[nH]c(=O)c3ccccc23)c(OC)c1 (configuration not stated) | -26.7 | -0.74

Seven consecutive compounds already listed, for reference:
smiles | S1P3 antag | ROMK mod
O=C(CSc1ccccc1)NC1=NCCS1 | -1.1 | 1.95
O=C(Nc1cccc2ccccc12)N1N=CCC1c1ccccc1 (configuration not stated) | -6.1 | -1.1
CCc1nnc(N2C(=O)c3ccccc3C2(O)c2ccccc2)s1 (configuration not stated) | 0.0 | -0.0191
COc1ccc2cc3c(N)nn(C(=O)Cc4c[nH]c5ccccc45)c3nc2c1 | 22.5 | -0.228
CC12CCC(C(=O)N(CC(O)CN3CCN(Cc4ccccc4)CC3)C1=O)C2(C)C (configuration not stated) | 0.7 | -0.0428
O=C(Nc1ccc2c(c1)OCCO2)c1ccoc1 | 9.4 | 0.551
COc1ccc(/C(C)=N/NC(=O)C(NC(=O)c2ccccc2)c2n[nH]c(=O)c3ccccc23)c(OC)c1 (configuration not stated) | -26.7 | -0.74

Screening data from PubChem.
